FXIIa inh 1536 = human FXIIa protease inhibitors, primary screen, biochemical, 1536-well; purified FXIIa, Boc-QGR-AMC fluorogenic substrate, 2 h; inhibition, % at 5 µM; actives 0.3% (n = 220,000); in the data active means inhibition above about 40%;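 further: 0% = enzyme with no compound and 100% = blank without enzyme; many of its hits are not listed in these tables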
FXIa inh 1536 = human FXIa protease inhibitors, primary screen, biochemical, 1536-well; Coagulation factor XI (Homo sapiens), P03951; inhibition, % at 5 µM; purified FXIa, Boc-Glu-Ala-Arg-AMC fluorogenic substrate; AID 798, 2007; actives 0.14% (n = 220,000);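 active means inhibition of at least 40%; inactive means inhibition below 40%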;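 further: fluorescence of freed AMC excited at 355 nm; 0% = enzyme without compound and 100% = no enzyme blank; many of its hits are not listed in these tables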
Target sequence (P03951 19-387 limits assumed): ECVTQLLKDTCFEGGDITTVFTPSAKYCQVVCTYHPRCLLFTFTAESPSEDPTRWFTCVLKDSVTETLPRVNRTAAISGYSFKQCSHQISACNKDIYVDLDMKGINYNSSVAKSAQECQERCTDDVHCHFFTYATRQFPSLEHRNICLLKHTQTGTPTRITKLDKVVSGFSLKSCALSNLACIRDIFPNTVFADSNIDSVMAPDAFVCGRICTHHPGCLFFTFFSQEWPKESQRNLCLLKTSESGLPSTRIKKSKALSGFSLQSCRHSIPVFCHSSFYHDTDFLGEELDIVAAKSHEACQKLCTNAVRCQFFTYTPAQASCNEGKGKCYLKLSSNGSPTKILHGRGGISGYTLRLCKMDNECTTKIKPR
Target sequence (P03951 388-625 limits assumed): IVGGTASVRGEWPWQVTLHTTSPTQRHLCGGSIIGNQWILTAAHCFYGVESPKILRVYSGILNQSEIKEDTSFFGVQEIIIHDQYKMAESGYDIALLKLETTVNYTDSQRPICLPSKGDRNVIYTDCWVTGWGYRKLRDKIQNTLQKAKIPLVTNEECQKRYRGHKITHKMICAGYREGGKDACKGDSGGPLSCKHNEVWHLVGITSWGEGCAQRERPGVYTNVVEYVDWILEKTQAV
Runt-CBFb FRET = inhibitors of RUNX1 Runt–CBFb binding, primary screen, biochemical, FRET, Cerulean-Runt, Venus-CBFb, uHTS; Runt-related transcription factor 1 (Homo sapiens) + Core-binding factor subunit beta …; Cerulean-Runt/Venus-CBFb FRET ratio 530/480, 1 h; inhibition, % at 20 µM; actives 0.46% (n = 220,000);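 active means inhibition over about 50% at 20 µM in the single-dose screen, limit read from the data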;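 further: 0% = DMSO wells and 100% = excess unlabeled CBFb competitor control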
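Assay system: Cerulean-tagged RUNX1 Runt domain (FRET donor) fusion protein / Amount: 100 nM each of Venus-CBFb and Cerulean-Runt domain / Medium: Tris buffer pH 7.5 with salts and BSA / Also added: Venus-CBFb 100 nM / Schedule: 1 h complex formation plus 1 h compound treatment, room temperature / Signal: FRET fluorescence / Read-out: loss of energy transfer signal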
Hck-Nef inh = inhibitors of Nef-activated human Hck kinase, primary screen, biochemical, Z-Lyte FRET, 384-well, Hck-YEEI; Recombinant Hck-YEEI plus Nef, Z-Lyte FRET kinase assay; inhibition, % at 20 µM; actives 0.68% (n = 220,000);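 active means Hck-Nef kinase inhibition above about 50%, limit read from the data; inactive means inhibition below that limit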;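 further: 0% = DMSO with Hck plus Nef and 100% = Hck alone without Nef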
Wee1 degr inh = Wee1 degradation inhibitors, primary screen, cell-based, HeLa, Wee1K328M-luciferase, luminescence | HeLa Luc-Wee1K328M stability; 100% = proteasome inhibitor MG132 effect | actives 1.2% (n = 220,000) | AID 1321, 2008 | reporter increase, % at 5 µM | Wee1-like protein kinase (Homo sapiens), P30291;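 active means activation above the mean of all tested compounds plus 3 SD, set per screening run, cut at about 8.8% in these data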;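 further: cells exposed to compound for 20 h before luminescence read; 0% = DMSO alone and 100% = MG132 at 30 µM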
Thrombin inh = human alpha-thrombin inhibitors, primary screen, counter-screen for coagulation protease inhibitor project, biochemical, 1536-well, fluorogenic AMC substrate; actives 0.26% (n = 220,000); Prothrombin (Homo sapiens), P00734; inhibition, % at 5 µM; Boc-VPR-AMC fluorogenic substrate cleavage;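 active means inhibition at or above 40%; inactive means inhibition below 40%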;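 further: 0% = enzyme with no compound and 100% = wells without enzyme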
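Test system: human alpha-thrombin; medium: pH 7.5 Tris-saline with Tween 20; times: reaction at room temperature; signal: AMC fluorescence at 355 nm excitation and 460 nm emission; also added: Boc-VPR-AMC substrate, 15 µM final; dosing: one concentration per compound, 5 µM, with 0.2% DMSO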
Runt-SMMHC FRET = inhibitors of RUNX1 Runt–CBFb-SMMHC binding, primary screen, biochemical, FRET, Cerulean-Runt, Venus-CBFb-SMMHC, uHTS. Cerulean-Runt/Venus-CBFb-SMMHC FRET ratio 530/480, 1 h. inhibition, % at 20 µM. actives 0.74% (n = 220,000). AID 1434, 2008;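 active means mean inhibition across duplicate retests at 20 µM reaching about 50%, limit read from the data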;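 further: 0% = DMSO wells and 100% = wells with excess untagged CBFb-SMMHC; inhibitors lower the FRET ratio by blocking Runt binding to CBFb-SMMHC; some results filed as inactive read as strong as hits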
14-3-3 Bad PPI = inhibitors of 14-3-3 zeta/Bad binding, primary screen, biochemical, TR-FRET, bovine 14-3-3 zeta; 14-3-3 protein zeta/delta (Bos taurus), P63103; TR-FRET 14-3-3zeta/Dy647-pBad peptide displacement, 1 h; inhibition, % at 21.7 µM; actives 0.71% (n = 220,000);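 active means inhibition above about 70%, limit read from the data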;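 further: 0% = full 14-3-3 plus peptide FRET controls and 100% = background without 14-3-3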
KLK5 inh = human KLK5 protease inhibitors, primary screen, biochemical, 1536-well; Kallikrein-5 (Homo sapiens), Q9Y337; recombinant hK5, fluorogenic AMC substrate cleavage; inhibition, % at 5 µM; actives 0.59% (n = 210,000); AID 873, 2007;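 active means inhibition of 40% or more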;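 further: 0% = enzyme controls without compound and 100% = no-enzyme blanks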
* hit, by the source's call; · = no result given; [ ] = dose if it differs, or a comment.

SMILES | FXIIa inh 1536 | FXIa inh 1536 | Runt-CBFb FRET | Hck-Nef inh | Wee1 degr inh | Thrombin inh | Runt-SMMHC FRET | 14-3-3 Bad PPI | KLK5 inh
COc1ccccc1NS(=O)(=O)c1cc(NC(=O)CCC(=O)c2cccs2)ccc1Cl | -4 | -2 | 0 | 1 | 1 | -5 | 0 | -10 | -27
CC(=O)Nc1nc(C)c(C(C)=O)s1 | 2 | -21 | 1 | 0 | 2 | -5 | -3 | 11 | 3
N/C(=N\OC(=O)CCCOc1ccccc1)c1ccc(Br)cc1 | 20 | 0 | -3 | 2 | -1 | 1 | 1 | 3 | -9
CCn1nc(CC(=O)Nc2ccc(-n3cnnn3)c(C)c2)c2ccccc2c1=O | 14 | 9 | -1 | 7 | -2 | -3 | 0 | 2 | 18
Cc1nc(CN2CCN(Cc3nc(C(c4ccccc4)c4ccccc4)no3)CC2)cs1 | 4 | 0 | -4 | 3 | 5 | -2 | -3 | -1 | ·
COc1ccc2cc3cc(C(=O)NCCN4CCN(c5ccccc5F)CC4)oc3nc2c1 | -1 | -8 | -9 | 2 | -3 | -6 | -8 | 11 | -25
C=CCCC(=O)Nc1nc(C)c(-c2csc(Nc3cc(Cl)ccc3OC)n2)s1 | 1 | 0 | 12 | 0 | 0 | -8 | 3 | 31 | ·
Cc1nn(C(C)c2n[nH]c(=S)n2-c2cccc(Cl)c2)c(C)c1[N+](=O)[O-] (centres undefined) | 6 | 0 | 11 | 4 | -1 | -1 | 5 | -8[fluorescence artefact?] | -10
NS(=O)(=O)c1cccc(NC(=O)c2cc3ccccc3o2)c1 | 2 | -6 | -2 | 21 | 1 | -16 | -2 | -5 | -6
Cc1ccc(C)c(OCc2nc3ccccc3[nH]2)c1 | 5 | 2 | 0 | 20 | 2 | 2 | 0 | -8 | 0
COc1ccc(N2CCN(C(CNC(=O)c3ccco3)c3cccnc3)CC2)cc1 (centres undefined) | 9 | -2 | 1 | -1 | -3 | -3 | 0 | 1 | 0
COc1ccc(-n2c(Cc3cccn3C)nnc2SCC(=O)Nc2ccc(F)cc2F)cc1 | -4 | -5 | 1 | -3 | 1 | -1 | 2 | 3 | 9

Ordered by length of the SMILES (smallest number first): some entries from above.
SMILES | FXIIa inh 1536 | FXIa inh 1536 | Runt-CBFb FRET | Hck-Nef inh | Wee1 degr inh | Thrombin inh | Runt-SMMHC FRET | 14-3-3 Bad PPI | KLK5 inh
Cc1ccc(C)c(OCc2nc3ccccc3[nH]2)c1 | 5 | 2 | 0 | 20 | 2 | 2 | 0 | -8 | 0
NS(=O)(=O)c1cccc(NC(=O)c2cc3ccccc3o2)c1 | 2 | -6 | -2 | 21 | 1 | -16 | -2 | -5 | -6
C=CCCC(=O)Nc1nc(C)c(-c2csc(Nc3cc(Cl)ccc3OC)n2)s1 | 1 | 0 | 12 | 0 | 0 | -8 | 3 | 31 | ·
COc1ccc(-n2c(Cc3cccn3C)nnc2SCC(=O)Nc2ccc(F)cc2F)cc1 | -4 | -5 | 1 | -3 | 1 | -1 | 2 | 3 | 9
COc1ccccc1NS(=O)(=O)c1cc(NC(=O)CCC(=O)c2cccs2)ccc1Cl | -4 | -2 | 0 | 1 | 1 | -5 | 0 | -10 | -27

The listing continues.
SMILES | FXIIa inh 1536 | FXIa inh 1536 | Runt-CBFb FRET | Hck-Nef inh | Wee1 degr inh | Thrombin inh | Runt-SMMHC FRET | 14-3-3 Bad PPI | KLK5 inh
Cc1cnc(C(=O)OCC(=O)NC23CC4CC(CC(C4)C2)C3)cn1 | -22 | -14 | 1 | 2 | 2 | -11 | 0 | -18[fluorescence artefact?] | -28
CCN(CCCNC(=O)CCCn1c(=O)[nH]c2ccccc2c1=O)c1cccc(C)c1 | 11 | 1 | -4 | 3 | -1 | 6 | 1 | -10 | -5
CC(=O)N1C(=O)C2(Nc3ccccc3N2)c2ccccc21 | -11 | -7 | 2 | 3 | -2 | -2 | 1 | -4 | 1
O=C(N/N=C1\CCCc2ccccc21)C(O)c1ccccc1 (centres undefined) | 14 | 2 | 0 | 0 | 0 | 1 | -10 | -6 | -9
Cc1cc(C)cc(Nc2ccc([N+](=O)[O-])nc2[N+](=O)[O-])c1 | 16 | 1 | -2 | -1 | 0 | 3 | 0 | -7 | -9
O=C(Nc1ccc(Br)c2ccccc12)c1ccc2ccccc2c1O | 5 | 5 | 18 | 9 | 3 | -8 | 29 | -1 | -2
Cc1cc(-c2nn(-c3ccccc3F)cc2CNCCc2cnc[nH]2)c(C)s1 | 8 | 4 | 1 | 6 | 3 | 2 | 0 | -17 | 22
Cc1cc(C)cc(NC(=S)N=Nc2c(O)n(C)c3ccc(S(=O)(=O)N4CCOCC4)cc23)c1 | 4 | 4 | -1 | 3 | -2 | 15 | -7 | 8 | 13
CCOC(=O)C1=C(CC)Nc2ccccc2N=C1NC(=O)Cn1cnc2ccccc2c1=O | -2 | -7 | 0 | 0 | 1 | -6 | 0 | 0 | -3
c1cc2c3c(cccc3c1)NC1(CCCCCC1)N2 | 13 | 3 | -12 | 3 | -1 | 2 | -22 | -13[fluorescence artefact?] | -9
Cc1cc[n+]2n1CC(O)C2 (centres undefined) | 1 | -1 | 2 | 16 | 3 | -2 | -5 | 4 | -2

From PubChem BioAssay
